Growth percent in the NCI-60 one-dose screen (48 h, 10 µM unless noted): 100 = growth as untreated, 0 = no growth, -100 = all killed.
786-0 = 786-0 renal cancer cells. 5.1% of 81,000 active
IGROV1 = IGROV1 ovarian cancer; 4.7% of 79,000 active; AID 1794786
OVCAR-5 = OVCAR-5 ovarian cancer. 2.9% of 82,000 active
TK-10 = TK-10 renal cancer cells; AID 1794769; 3.9% of 81,000 active
UO-31 = UO-31 renal cancer; 5.2% of 81,000 active; AID 1794768
SK-OV-3 = SK-OV-3 ovarian cancer cells; 3.2% of 80,000 active; AID 1794785
OVCAR-4 = OVCAR-4 ovarian cancer cells; 3.7% of 80,000 active
SN12C = SN12C renal cancer cells; 3.8% of 81,000 active
The depositor's hits bear a star; . = no result given; & = joins results of further samples. How the source made its calls: active means growth percent below 10; inactive means the rest.

SMILES	786-0	IGROV1	OVCAR-5	TK-10	UO-31	SK-OV-3	OVCAR-4	SN12C
CCC1SC(N)=NC1=O (stereo not given)	127	111	107	109	92	107	121	112
N#CCC1CCCC1	96	118	105	104	97	104	96	94
C#CCOc1ccccc1C(OC(=O)c1ccc(OCC)cc1)C(=O)NC(C)(C)C(C)(C)C (stereo not given)	75	51	93	74	47	75	58	91
CC1(C)CC(=O)c2c(nn(-c3ccccc3)c2-c2cn(-c3ccccc3)nc2-c2ccc([N+](=O)[O-])cc2)C1	91	63	119	118	50	96	73	77
CCOC(=O)N1C(=O)/C(=C\c2ccc(OC)cc2)SC1=Nc1c(C)nn(-c2ccccc2)c1N	82	82	86	92	57	81	53	78
CCOC(=O)c1ccc(N=NC2C(=O)N(c3ccccc3)N=C2C)cc1 (stereo not given)	93	91	98	121	62	92	96	100
O=C(Nc1cccc(C2=NCCN2)c1)c1ccc(C(=O)Nc2cccc(C3=NCCN3)c2)cc1	106	106	106	107	89	109	116	105
Cc1ccc(C(=O)O)c(O)c1	96	.	84	91	95	96	103	93
COC1=C(C)C(=O)c2c(c(CCO)c3n2CCC3)C1=O	103	.	114	118	105	113	108	96
CC1Cc2cc(Cl)ccc2-n2cccc21 (stereo not given)	105	99	93	104	96	106	.	100
CCCc1cc(=O)[nH]c(SC(C)c2nc3sc(C(=O)OCC)c(C)c3c(=O)[nH]2)n1 (stereo not given)	90	.	101	113	70	96	103	99
Cc1ccc(-c2nnc(-c3nc4ccccc4nc3Cl)o2)cc1	107	95	105	131	78	108	101	98
Cc1nn(-c2ccccc2)cc1/C=N/Nc1nc(Nc2ccccc2)nc(Nc2ccc(S(N)(=O)=O)cc2)n1	-48*	13	-13*	45	-4.7*	51	15	0.2*
NC(=O)Cc1ccc(N)cc1	107	.	.	116	.	108	102	92
CCc1ccc(S(=O)(=O)Nc2cc3c(C(=O)O)c(C)oc3c3ccccc23)cc1	98	86	85	113	67	83	99	97
CN(C)c1ccc(N=Nc2ccccn2)c(O)c1	15	15	69	39	-8.5*	20	28	11
COc1ccc(F)cc1-c1cnc2nonc2n1	101	103	102	119	79	100	96	87
CCCCCCCCn1cc2c(N[C@H](C)c3ccccc3)ncnc2n1	102	100	108	115	88	121	102	103
Clc1cccc(Cl)c1/C=C/c1cc(/C=C/c2ccc(Br)cc2)c2ccccc2n1	92	97	97	126	70	98	94	93
O=C(Cc1ccc(CNC(=O)c2ccccc2)cc1)NO	104	94	102	55	87	74	96	97
Cc1nc2sc(C(=O)Nc3ccc(Br)cc3)c(N)c2cc1C(O)c1ccccc1 (stereo not given)	81	75	92	85	62	78	59	68
O=C1Nc2ccccc2/C1=C\c1ccc(OCC(=O)c2ccc(Br)cc2)cc1	90	78	93	95	48	101	58	63
Cc1nnc(N)nc1C	123&97	116&101	103&104	120&108	102&89	102&111	102&124	104&111
COc1ccc(-c2nc3sc4cc(OC)ccc4n3c2-c2nc3ncccc3[nH]2)cc1	107	99	94	108	86	100	85	97
C=CCNc1nc2c(s1)C1=CC[C@H]3[C@@H]4CC[C@H]([C@H](C)CCCC(C)C)[C@@]4(C)CC[C@@H]3[C@@]1(C)CC2	105	95	109	100	85	106	112	101

Ordered by formula weight (largest number first): some entries from above.
SMILES	786-0	IGROV1	OVCAR-5	TK-10	UO-31	SK-OV-3	OVCAR-4	SN12C
Cc1nn(-c2ccccc2)cc1/C=N/Nc1nc(Nc2ccccc2)nc(Nc2ccc(S(N)(=O)=O)cc2)n1	-48*	13	-13*	45	-4.7*	51	15	0.2*
CC1(C)CC(=O)c2c(nn(-c3ccccc3)c2-c2cn(-c3ccccc3)nc2-c2ccc([N+](=O)[O-])cc2)C1	91	63	119	118	50	96	73	77
C=CCNc1nc2c(s1)C1=CC[C@H]3[C@@H]4CC[C@H]([C@H](C)CCCC(C)C)[C@@]4(C)CC[C@@H]3[C@@]1(C)CC2	105	95	109	100	85	106	112	101
CCOC(=O)N1C(=O)/C(=C\c2ccc(OC)cc2)SC1=Nc1c(C)nn(-c2ccccc2)c1N	82	82	86	92	57	81	53	78
C#CCOc1ccccc1C(OC(=O)c1ccc(OCC)cc1)C(=O)NC(C)(C)C(C)(C)C (stereo not given)	75	51	93	74	47	75	58	91
CCCc1cc(=O)[nH]c(SC(C)c2nc3sc(C(=O)OCC)c(C)c3c(=O)[nH]2)n1 (stereo not given)	90	.	101	113	70	96	103	99
O=C1Nc2ccccc2/C1=C\c1ccc(OCC(=O)c2ccc(Br)cc2)cc1	90	78	93	95	48	101	58	63
COc1ccc(-c2nc3sc4cc(OC)ccc4n3c2-c2nc3ncccc3[nH]2)cc1	107	99	94	108	86	100	85	97
CCc1ccc(S(=O)(=O)Nc2cc3c(C(=O)O)c(C)oc3c3ccccc23)cc1	98	86	85	113	67	83	99	97
CCOC(=O)c1ccc(N=NC2C(=O)N(c3ccccc3)N=C2C)cc1 (stereo not given)	93	91	98	121	62	92	96	100
COC1=C(C)C(=O)c2c(c(CCO)c3n2CCC3)C1=O	103	.	114	118	105	113	108	96
COc1ccc(F)cc1-c1cnc2nonc2n1	101	103	102	119	79	100	96	87
CN(C)c1ccc(N=Nc2ccccn2)c(O)c1	15	15	69	39	-8.5*	20	28	11
Cc1ccc(C(=O)O)c(O)c1	96	.	84	91	95	96	103	93
CCC1SC(N)=NC1=O (stereo not given)	127	111	107	109	92	107	121	112

(cont.)
SMILES	786-0	IGROV1	OVCAR-5	TK-10	UO-31	SK-OV-3	OVCAR-4	SN12C
CC(=O)NC(CO)C(O)c1ccc([N+](=O)[O-])cc1 (stereo not given)	102	107	115	94	85	109	114	97
COc1ccc2c(c1)c(-c1nc(-c3ccsc3)cs1)cn2C(=O)OC(C)(C)C	91	106	109	106	109	102	111	100
COc1c(B(O)O)cccc1-c1cc(C)c2c(ccc3[nH]ncc32)n1	41	59	72	29	22	59	122	60
O=C(CN1CCOCC1)Nc1cccc(-c2cc3ccccc3[nH]2)c1	96	100	100	117	93	107	86	95
COc1ccc(-n2ncc3c2CCc2cc(S(=O)(=O)c4ccccc4)c(=O)n(C)c2-3)cc1	96	102	100	112	76	109	96	.
CC(=O)Nc1ccc2c(c1)/C(=C\C=C/c1ccc([N+](C)(C)C)cc1)c1ccccc1-2	55	67	54	103	64	70	28	17
CN(C)CCn1c2ccc(Cl)cc2c2nc3cc(Cl)c(Cl)cc3nc21	52	37	82	100	31	85	88	49
CCOC(=O)Cc1ccc(C)cc1	106	119	91	99	87	108	107	96
NNC(=O)CCCO	106	115	104	116	90	116	105	106
O=C(Sc1nc2ccccc2[nH]1)c1ccc(-n2c(=O)[nH]c3ccccc3c2=O)cc1	99	109	114	107	84	132	110	88
C=C(CNCCc1ccc(O)cc1)[C@@H]1CC[C@]2(CO)CC[C@]3(C)[C@H](CC[C@@H]4[C@@]5(C)CCC(N)C(C)(C)[C@@H]5CC[C@]43C)[C@@H]12 (stereo not given in full)	-87*	-57*	11	-85*	-99*	-6.7*	-16*	-82*
O=C(CCl)NC(C(=O)O)c1ccccc1 (stereo not given)	97	108	103	95	81	100	111	105
COc1ccc2c(c1)sc1nc(-c3ccccc3)c(-c3ccc(O)c(OC)c3)n12	85	73	107	120	100	96	102	96
OCCOCCOCCN1CCN(C(c2ccccc2)c2ccc(Cl)cc2)CC1 (stereo not given)	96	97	97	.	74	97	83	93
O=C(CNc1nc(-c2cccc([N+](=O)[O-])c2)cs1)Nc1cccc([N+](=O)[O-])c1	-14*	-28*	-13*	-14*	-79*	-24*	5.4*	-4.5*
COc1nc(N)nc(-n2c(-c3ccc([N+](=O)[O-])cc3)nc3ccccc32)c1NCc1ccc([N+](=O)[O-])cc1	92	90	110	105	48	106	105	98
NC(=O)NC(N)=S	112	135	87	118	86	111	.	108
CC(CCC(=O)O)C1CCC2C3C(O)CC4CC(O)CCC4(C)C3CC(O)C12C (stereo not given) (tested in a mixture with another compound)	97	105	118	83	98	96	105	102
O=C(Nc1ccc(Cl)cc1)c1ccc(-n2c(=O)[nH]c3ccccc3c2=O)cc1	79	92	94	111	82	86	86	86
NNC(=O)CCc1ccc2ccc3ccccc3c2c1	.	95	105	121	74	108	95	96
Cc1nc2sc(C(=O)Nc3ccc(Cl)cc3)c(N)c2cc1C(=O)c1ccccc1	88	91	97	95	86	95	98	98
O=C(Cn1nncc1CN1C(=O)CSC1=O)Nc1cccc(O)c1	101	103	106	102	91	98	108	102
CCOc1ccc(N=Nc2ccc(C=O)c(S(=O)(=O)O)c2)cc1	106	107	107	91	89	100	107	109
COc1ccc2c3c(c(OCCCN(C)C)nc2c1)-c1ccc(Cl)cc1C3=O	-40*	31	-43*	11	-72*	56	-8.8*	33
O=C(Cc1ccccc1Cl)c1ccccc1	117	109	100	108	89	113	107	104
Carrying on.
SMILES	786-0	IGROV1	OVCAR-5	TK-10	UO-31	SK-OV-3	OVCAR-4	SN12C
C=CCn1c(-c2cc3ccc2CCc2ccc(cc2)CC3)n[nH]c1=S	.	97	99	131	82	108	87	87
O=C1CC2(CCCC2)Oc2cccnc21	102	97	99	94	90	98	99	102
C[C@]12C[C@H]1CC[C@]1(C)[C@@H]2CC[C@@]23C[C@H](CC[C@H]21)[C@@](O)(CO)C3	-80*	104	93	100	84	113	110	92
CC(=O)N1N=C(c2ccc(Cl)cc2)CC1c1cccc(Nc2ccnc3cc(Cl)ccc23)c1 (stereo not given)	55	58	92	67	43	69	46	55
COC(=O)C1(CC(=O)c2ccc(N3CCN(c4ccc(C(=O)CC5(C(=O)OC)NC(=S)NC(=O)C5C#N)cc4)CC3)cc2)NC(=S)NC(=O)C1C#N (stereo not given)	124	113	108	106	95	128	116	102
CC(=O)Oc1ccc(OCc2ccccc2)c(OCc2ccccc2)c1	99	91	110	114	58	102	90	90
O=C(Nc1ccc(S(=O)(=O)N2CCSCC2)cc1)C(Cl)Cl	105	110	112	88	87	109	99	106
COc1cc(C#CC[C@@H]2C[C@]3(C)[C@H]4CC=C5[C@@H]6[C@@H](C)[C@H](C)CC[C@]6(C(=O)O)CC[C@@]5(C)[C@]4(C)CC[C@H]3C(C)(C)[C@H]2O)cc(OC)c1OC	65	85	98	56	51	84	68	63
COc1cc(-c2nc(SCCC(C)C)nc(Nc3ccccc3)c2C#N)cc(OC)c1OC	92	100	99	110	68	107	88	90
CC1(C)C(=NNC(N)=O)C(C)(C)C1=NNC(N)=O	106	126	98	93	100	104	113	104
CN(C)c1ccc(-c2cc(-c3ccc(Nc4nc(Nc5ccccc5)nc(Nc5ccc(Cl)cc5)n4)cc3)nc(N)n2)cc1	11	39	37	75	39	85	50	50
COC(=O)c1ccc(-c2nc(CSc3nc4ccccc4s3)no2)cc1	106	96	100	108	75	97	105	85
C1=C(c2ccccc2)n2cnc3ncnc(c32)S1	103	110	97	97	79	106	92	101
O=C(CCCCCCC(=O)Nc1ccc2c(c1)/C(=C/c1ccc[nH]1)C(=O)N2)NO	26	-5.0*	0.7*	5.6*	6.8*	12	24	12
CN(C)c1ccc(-c2cc(-c3cccc(NS(C)(=O)=O)c3)nc(N)c2C#N)cc1	31	80	52	42	11	15	46	38
FC(F)(F)c1ccc(-c2nc(-c3nc4ncccc4[nH]3)cc3c2[nH]c2ccccc23)cc1	101	66	97	110	61	100	81	95
O=C(NNc1cc(N2CCCC2)nc(N2CCCC2)n1)c1ccccc1	97	88	97	93	90	99	77	87
Cc1ccc(-c2nn(-c3ccccc3)cc2C2OC23CCc2ccccc2C3=O)cc1 (stereo not given)	107	67	112	147	71	99	89	98
CCCC(=O)Nc1c(I)cc(I)c(CC(CC)C(=O)O)c1I (stereo not given)	112	.	103	112	73	114	109	100
Nc1nc2c(nc(N)n2C2OC(CO)C(O)C2O)c(=O)[nH]1 (stereo not given)	94	110	95	104	85	98	104	96
CCCC(=O)c1ccc(C)o1	105	111	107	113	92	100	101	104
COc1cc2oc(-c3cccc(NC(=O)[C@H](C)NC(=O)OC(C)(C)C)c3)cc(=O)c2c(OC)c1OC	101	108	109	101	70	130	92	98
COC(=O)C(Cc1ccccc1)n1cc(COc2nc(Cl)nc(Nc3ccc(N4CCOCC4=O)cc3)n2)nn1 (stereo not given)	103	100	100	115	70	101	103	101
O=C(Nc1ccccc1-c1n[nH]c(=S)[nH]c1=O)C(F)(F)F	107	108	105	136	74	98	98	94
COc1cc(NS(C)(=O)=O)ccc1Cc1c2ccccc2nc2ccccc12	-11*	36	.	24	-5.0*	18	39	-6.9*
(listing goes on)
SMILES	786-0	IGROV1	OVCAR-5	TK-10	UO-31	SK-OV-3	OVCAR-4	SN12C
CSc1nc2c(c(=O)[nH]1)C(c1ccc(F)cc1)C=C(C(=O)O)N2 (stereo not given)	95	118	94	102	103	104	109	109
Cc1cccc2sc(=S)[nH]c12	104	93	113	117	69	110	94	99
CCOC(=O)C1C(=O)C=C(c2ccc(Br)cc2)CC1c1sc(N(C)Cc2ccccc2)nc1Cl (stereo not given)	80	100	91	89	67	91	74	98
COC(=O)c1cccc(NC2=C(Cl)C(=O)c3nc(C)ccc3C2=O)c1	98	-58*	100	128	49	88	-98*	93
COc1cc(NC(C)=O)ccc1C(=O)NC(=S)Nc1ccc(C(=O)O)cc1	73	96	104	100	91	101	102	63
Cc1cc(C)nc(NS(=O)(=O)c2ccc(Nc3nc(-c4cccc([N+](=O)[O-])c4)cs3)cc2)n1	88	113	105	92	91	114	107	108
CSc1nc(NCc2ccccc2)c(C#N)c(-c2cccc([N+](=O)[O-])c2)n1	97	100	91	124	78	97	89	93
N#Cc1c(NC(=O)c2ccco2)[n+]([O-])c2cc(C(F)(F)F)ccc2[n+]1[O-]	107	109	101	116	97	105	105	117
O=C(CN1C(=O)/C(=C\c2ccccc2)SC1=S)Nc1ncc(Cc2ccccc2)s1	106	102	103	105	81	103	104	103
O=C(/C=C/c1c(-c2ccc(F)cc2)nc2sccn12)c1ccc2c(c1)OCO2	101	83	113	114	68	116	77	105
O=C(NNC(=O)c1ccncc1)Nc1ccc(Cl)cc1	100	109	109	103	75	102	111	106
Oc1ccc(CCC2CCNc3ccccc32)cc1 (stereo not given)	82	91	98	93	79	73	63	86
CCCCCCCCCCCCCCCCOc1ccc(S(=O)(=O)NC(C)(C)C)cc1[N+](=O)[O-]	103	96	94	108	77	103	.	98
